hIAP activ: human IAP activators, primary screen, biochemical, luminescence, uHTS | Intestinal-type alkaline phosphatase (Homo sapiens), P09923 | activation factor at 10 µM | purified human IAP, CDP-Star luminescence, 30 min; active compounds read high; 1 = vehicle-only enzyme, 0 = enzyme-free background | AID 2524, 2010 | hit rate 0.16% among 330,000;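 active = activation factor of the enzyme at least 2-fold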; also: the source names both 10 and 20 µM as test concentration; values of inactives mirror those of a sister screen read the other way
Target sequence (P09923 whole entry, looked up): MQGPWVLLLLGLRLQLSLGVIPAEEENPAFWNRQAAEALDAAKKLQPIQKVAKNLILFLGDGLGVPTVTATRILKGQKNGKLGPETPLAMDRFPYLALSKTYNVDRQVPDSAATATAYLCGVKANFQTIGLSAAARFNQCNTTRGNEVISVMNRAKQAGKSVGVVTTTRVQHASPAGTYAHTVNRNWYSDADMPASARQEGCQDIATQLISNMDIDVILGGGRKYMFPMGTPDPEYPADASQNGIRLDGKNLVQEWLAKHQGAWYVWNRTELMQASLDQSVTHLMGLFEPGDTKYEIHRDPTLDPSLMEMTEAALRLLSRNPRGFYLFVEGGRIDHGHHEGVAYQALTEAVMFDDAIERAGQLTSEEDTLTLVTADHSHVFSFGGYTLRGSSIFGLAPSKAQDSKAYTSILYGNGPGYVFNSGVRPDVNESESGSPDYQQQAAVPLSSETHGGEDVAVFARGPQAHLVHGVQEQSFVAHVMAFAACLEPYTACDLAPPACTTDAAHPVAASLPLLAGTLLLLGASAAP
mIAP act: activators of mouse IAP, primary screen, biochemical, luminescence, uHTS. hit rate 0.24% among 330,000. activation factor at 10 µM. muIAP, CDP-Star luminescence, 30 min; active compounds read high; 1 = vehicle-only enzyme signal, 0 = enzyme-free wells. intestinal alkaline phosphatase [Mus musculus];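 active = activation factor of at least 2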; also: the source names both 10 and 20 µM as test concentration; values of inactives mirror those of a sister screen read the other way
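also added = chemiluminescent substrate CDP-Star | test system = mouse IAP enzyme | signal = chemiluminescence readout | compound = DMSO-dissolved test compounds | incubation = 30 min at room temperature | benchmarks = DMSO wells, no-enzyme wells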
mIAP block: inhibitors of mouse IAP, primary screen, biochemical, luminescence, uHTS; intestinal alkaline phosphatase [Mus musculus]; purified mouse IAP, CDP-Star luminescence, 30 min; inhibition, % at 10 µM; hit rate 0.2% among 330,000; AID 2806, 2010;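 active = inhibition of at least 40% at 10 µM in the primary screen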;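 also: plate controls were DMSO with enzyme for no effect and no enzyme wells for full effect; values of inactives mirror those of a sister screen read the other way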
beta cell repl: inducers of MIN6 beta-cell proliferation, primary screen, ATP luminescence, uHTS; MIN6 cells proliferation, ATPlite luminescence, 48 h; cells starved in 0.2% serum; 100% = growth in 10% serum; proliferation, % at 10 µM; hit rate 0.29% among 330,000;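 active = compounds whose signal lies at least 3.5 SD above the mean of all wells on their plate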;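 also: 0% = DMSO-treated cells in low-serum medium and 100% = 10% serum control; some compounds called inactive have numbers as strong as hits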
A3G deaminase: APOBEC3G DNA deaminase inhibitors, primary screen, biochemical, fluorescence, single-stranded DNA substrate, uHTS. inhibition, % at 20 µM. recombinant A3G, ssDNA deamination FAM/TAMRA fluorescence. hit rate 0.28% among 330,000. AID 493012, 2011;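 active = inhibition of at least 40% at 20 µM, with no more than 30% in the related APOBEC3A deaminase screen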;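 also: plate controls were DMSO wells with A3G for no effect and wells lacking A3G enzyme for full effect; some compounds called inactive have numbers as strong as hits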
MPTP inh: mitochondrial permeability transition pore inhibitors, primary screen, biochemical, isolated mouse mitochondria, absorbance; hit rate 1.4% among 360,000; Ca2+ swelling absorbance, 30 min; inhibition, % at 10 µM; AID 602449, 2012;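 active = inhibition of 50% or more, scaled per plate between neutral and stimulator controls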;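 also: 0% = DMSO wells given calcium and 100% = 1 mM EGTA wells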
GRIN3A LBD mod: binders of NR3A ligand-binding domain, primary screen, biophysical, differential scanning fluorimetry, uHTS; hit rate 2.5% among 340,000; Tm shift relative to glycine control, % at 25 µM; NR3A LBD differential scanning fluorimetry, Tm shift; 0% = protein alone, 100% = glycine-bound protein;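 active = melting temperature shift of at least 10% of the positive control shift, at one fixed dose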
A3A deaminase: APOBEC3A ssDNA deaminase inhibitors, primary screen, selectivity assay for APOBEC3G inhibitor project, biochemical, FAM/TAMRA oligo cleavage fluorescence; inhibition, % at 20 µM; AID 493011, 2011; recombinant A3A, FAM/TAMRA ssDNA deamination fluorescence; hit rate 0.41% among 330,000;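 active = at least 40% inhibition at 20 µM here, with at most 30% in a related deaminase screen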;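 also: plate controls were A3A with DMSO for no effect and wells lacking A3A enzyme for full effect; some results filed as inactive read as strong as hits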
Target sequence (P31941 whole entry, looked up): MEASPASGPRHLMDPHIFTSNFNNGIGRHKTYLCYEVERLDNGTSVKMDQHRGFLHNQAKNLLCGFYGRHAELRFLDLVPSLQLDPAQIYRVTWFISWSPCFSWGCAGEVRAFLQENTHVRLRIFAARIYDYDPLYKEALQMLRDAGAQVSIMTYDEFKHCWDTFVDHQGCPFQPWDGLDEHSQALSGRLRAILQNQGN
hIAP block: human IAP inhibitors, primary screen, biochemical, luminescence, uHTS; inhibition, % at 10 µM; purified IAP, CDP-Star luminescence, 30 min; hit rate 0.12% among 330,000; Intestinal-type alkaline phosphatase (Homo sapiens), P09923; AID 2544, 2010;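 active = inhibition reaching a set limit with compound at 10 µM in the primary screen, cut at about 35% in these data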;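 also: plate controls were DMSO wells with enzyme for no effect and no-enzyme buffer wells for full effect; values of inactives mirror those of a sister screen read the other way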
* hit, by the source's call.

SMILES,mIAP act,beta cell repl,A3A deaminase,MPTP inh,mIAP block,hIAP activ,GRIN3A LBD mod,A3G deaminase,hIAP block
CCCCN(CC)S(=O)(=O)c1ccc2c(c1)CCCN2C(C)=O,0.96,-1,1,1.4,4,0.86,-6,-2,14
CC(C)[C@H](Nc1ccc(S(=O)(=O)N2CCOCC2)cc1[N+](=O)[O-])C(=O)OCC(N)=O,0.89,-2,0,-0.7,11,0.94,3,-2,6
CCOC(=O)c1c(C)[nH]c(C)c1C(=O)COC(=O)c1ccc(S(=O)(=O)C(F)F)cc1,0.94,1,-4,-0.2,6,1.1,3,-6,-14
Cc1ccc(NC2CCCN(C(=O)C3CCCC3)C2)cc1C (centres undefined),1,-3,3,0.7,-1,0.91,-1,0,9
OCC[C@H]1C[C@@H](O)[C@H](O)[C@]2(Cc3ccccc3CO2)O1,1.1,-2,2,-0.3,-7,1.1,1,-15,-6
COc1ccc(CNC(=O)c2cc(=O)c3cc(C)cc(C)c3o2)cc1,1.1,-2,2,0.2,-8,0.82,0,-5,18
O=C(Cn1cnc2ccccc2c1=O)NCC(=O)N1CCN(c2ccccn2)CC1,1,2,1,0.8,-1,0.93,-12,-3,7
O=C(CN(C(=O)C1CSC(=O)C1)c1ccccc1F)NCc1ccc2c(c1)OCO2 (centres undefined),0.97,-3,4,-0.3,3,0.86,-2,0,14
COc1ccc(/C=C/C(=O)OC(C)CN2CCOCC2)cc1 (centres undefined),0.96,-3,-1,2.4,4,1.2,-2,-6,-20
CC(C)C[C@@H]1NC(=O)[C@H](CO)NC(=O)c2cc([N+](=O)[O-])cc(I)c2OCC[C@@H](C(N)=O)NC1=O,0.92,-2,-3,-0.5,8,0.93,-10,-2,7

Later entries
SMILES,mIAP act,beta cell repl,A3A deaminase,MPTP inh,mIAP block,hIAP activ,GRIN3A LBD mod,A3G deaminase,hIAP block
O=c1oc2ccccc2c2oc3cc(O)c(O)cc3c12,0.42,-6,24,19,58*,0.3,1,6,70*
COCCCn1c(=O)c2sccc2n2c(CCCC(=O)NCc3ccccc3OC)nnc12,1,-2,-2,0.1,0,1.1,-1,-3,-12
O=C(CCCC1=NS(=O)(=O)c2ccccc2N1)N1CCN(c2ccccc2)CC1,1,1,-7,-2.9,-1,1,1,18,-2
CCOc1ccccc1N1CCN(C(=O)NC2CCCCC2)CC1,1.1,-2,-1,2.1,-12,0.95,-2,3,5
Cc1ccc(/C(N)=N/OC(=O)Cc2cccs2)cc1,0.92,-1,-1,2.8,8,0.88,-5,-4,12
CCCC(O)(c1ccc(OC)cc1)C(CN1CCOCC1)c1ccc(Cl)cc1 (centres undefined),1,-3,4,-2.2,-2,0.99,7,1,1
O=C(COc1ccc(S(=O)(=O)NC2CCCCC2)cc1Cl)N1CCN(c2ccccc2)CC1,0.98,-4,1,-1.0,2,0.96,-1,-2,4
COc1ccc(/C=C/c2ccccc2)cc1[C@H]1[C@@H]2C=CCC[C@@]2(C)C(=O)N1Cc1ccccc1,1,-8,-2,-0.2,-1,0.85,1,-7,14
Cc1cc2cc(CN(Cc3ccco3)C(=O)NCc3ccccc3)c(=O)[nH]c2cc1C,0.98,2,-1,0.5,2,1,0,-4,-3
COCCNC(=O)Nc1ccc2nc(-c3cccs3)c(-c3cccs3)nc2c1,1,0,-1,-1.6,-2,0.82,-4,0,18

Next section.
SMILES,mIAP act,beta cell repl,A3A deaminase,MPTP inh,mIAP block,hIAP activ,GRIN3A LBD mod,A3G deaminase,hIAP block
O=c1[nH]c(C2CCN(S(=O)(=O)c3ccc(C(F)(F)F)cc3)CC2)nc2c1nnn2Cc1cccc(F)c1,0.82,-4,-6,2.0,18,0.91,9,-8,9
CC1=C([N+](=O)[O-])C(c2ccccc2Cl)NC(=O)N1C (centres undefined),1,-3,-6,0.1,0,1,2,-11,-1
C/C(=N\NC(=O)c1c(Cl)c(C)nn1C)c1cccc(NC(=O)c2cccc(F)c2)c1,0.96,4,0,-1.5,4,1,-4,-5,-3
CCc1n[nH]c(=S)n1/N=C/c1cc(Br)c(O)c(OC)c1,0.93,-3,4,1.1,7,1.1,2,34,-8
O=C(NC1=NCCCCC1)c1cccc2ccccc12,1.1,1,-6,0.4,-14,0.98,0,-4,2
Cc1ccc(-c2nn3c(C)nnc3c3ccccc23)cc1S(=O)(=O)NCCO,1,-2,3,-1.8,-4,0.98,-2,4,2
Cn1nnc(NC(=S)NC(=O)c2ccco2)n1,0.99,0,4,-0.3,0,1.1,-1,-3,-8
CCC(C)NC(=O)CCNS(=O)(=O)c1ccc(Br)cc1 (centres undefined),1,-2,2,-1.6,-4,0.81,2,2,19
CC(=O)C1=C(O)C(=O)N(c2ccc(C(=O)O)cc2)C1c1ccccc1 (centres undefined),1,-1,-2,-0.4,-3,1,1,-2,-2
COc1cc(OC)cc(C(=O)N/N=C(\C)CC(=O)Nc2ccccn2)c1,1,0,1,-1.2,-4,0.93,-2,12,7

Additional compounds follow:
SMILES,mIAP act,beta cell repl,A3A deaminase,MPTP inh,mIAP block,hIAP activ,GRIN3A LBD mod,A3G deaminase,hIAP block
CCC(NS(=O)(=O)c1ccc(C)cc1)C(=O)N1CCOCCOCCOCCOCC1 (centres undefined),0.96,1,-1,-0.8,4,0.93,1,-4,8
O=C(CNc1cccc(C(F)(F)F)c1)Nc1cccc(S(=O)(=O)N2CCCC2)c1,1.5,-5,-3,9.2,-45,0.97,1,-8,3
C/C=C/c1ccccc1OCc1ccc(C(=O)O)o1,1,1,0,-4.8,0,0.98,-5,0,2
c1ccc(C2OC3c4cccc5cccc(c45)C3N2c2ccccc2)cc1 (centres undefined),0.95,-6,-4,2.2,5,0.92,-3,-11,8
c1ccc(Cc2nnc3sc(Nc4ccccc4)nn23)cc1,1.3,-3,-5,-1.2,-25,1,0,-4,-4
CC(=O)c1ccc(NC(=O)C2CCC(C)NC2=O)cc1 (centres undefined),0.87,2,-3,2.0,13,1.2,0,-4,-18
CN(C)S(=O)(=O)c1ccc(C(=O)Nc2ccccc2[N+](=O)[O-])cc1,0.89,3,-5,-0.4,11,0.82,1,-6,18
Cc1ccccc1N1CCN(C2CCCN(C(=O)c3cc(C(C)C)[nH]n3)C2)CC1 (centres undefined),0.98,-5,-4,0.7,2,1.6,-2,-11,-64
Cc1cccc(C)c1NS(=O)(=O)c1ccc(NC(=O)c2ccc(Cl)c([N+](=O)[O-])c2)cc1,1,-6,0,74*,-2,0.99,19*,0,1
NC(=O)C1CCCN(Cc2ccc(Cl)cc2)C1 (centres undefined),0.89,1,-2,-1.0,12,0.94,2,-1,6

(next part)
SMILES,mIAP act,beta cell repl,A3A deaminase,MPTP inh,mIAP block,hIAP activ,GRIN3A LBD mod,A3G deaminase,hIAP block
Cc1ccnc(NC(=O)c2sc3ccccc3c2Cl)c1,1,-6,0,-0.2,-4,1,-2,-1,-2
Cc1ccc(S(=O)(=O)NCC(=O)NCC2CCCCC2)cc1C,1,-1,-2,-0.9,0,0.9,3,-8,10
Cc1ccc2nc(-c3ccc4c(c3)OCCO4)cn2c1,0.93,-6,-3,0.3,8,1,0,-5,-2
CCCCn1c(N)c(N(CCOC)C(=O)CSc2n[nH]c(-c3ccc(C)cc3)n2)c(=O)[nH]c1=O,0.94,5,-3,-0.7,6,1.3,1,-7,-26
COc1cccc(NC(=O)COC(=O)c2ccc(C)c(S(=O)(=O)N3CCCCC3)c2)c1,1,4,-1,1.2,-1,0.99,-4,-2,1
CN1CCC(N(C)S(=O)(=O)c2ccc(NC(=O)COc3cccc(Cl)c3)cc2)CC1,0.99,-4,-3,-0.5,1,0.97,-3,-8,3
CC12CC3CC(C)(C1)CC(C(=O)N1CCN(C(=O)c4ccco4)CC1)(C3)C2,0.89,5,0,-1.5,11,0.97,0,-3,2
Cc1cccc(NC(=O)c2ccc(OCc3c(C)noc3C)cc2)c1C,1,-3,-1,1.5,-1,0.96,-1,-4,4
Cc1ccccc1-n1c(Cn2c(=O)sc3ccccc32)nnc1SCC(=O)N1CCOCC1,0.97,-1,-1,-2.5,3,0.94,-2,-9,6
CC(C)(C)C(=O)N1CCN(c2ccc(NC(=O)c3ccco3)cc2)CC1,1.1,-2,-3,1.3,-5,1.2,3,-8,-15

Of the compounds above, 4 contain a thiophene ring, fused or not.
SMILES,mIAP act,beta cell repl,A3A deaminase,MPTP inh,mIAP block,hIAP activ,GRIN3A LBD mod,A3G deaminase,hIAP block
COCCCn1c(=O)c2sccc2n2c(CCCC(=O)NCc3ccccc3OC)nnc12,1,-2,-2,0.1,0,1.1,-1,-3,-12
Cc1ccc(/C(N)=N/OC(=O)Cc2cccs2)cc1,0.92,-1,-1,2.8,8,0.88,-5,-4,12
COCCNC(=O)Nc1ccc2nc(-c3cccs3)c(-c3cccs3)nc2c1,1,0,-1,-1.6,-2,0.82,-4,0,18
Cc1ccnc(NC(=O)c2sc3ccccc3c2Cl)c1,1,-6,0,-0.2,-4,1,-2,-1,-2

Later entries
SMILES,mIAP act,beta cell repl,A3A deaminase,MPTP inh,mIAP block,hIAP activ,GRIN3A LBD mod,A3G deaminase,hIAP block
Cc1cccc(C)c1N/C=C/c1onc(C)c1[N+](=O)[O-],0.92,-1,-14,7.0,8,0.89,0,-1,11
CCc1ccc(NC(=O)COC(=O)C2(c3ccc(Cl)cc3)CCCC2)cc1,1,0,2,65*,-2,0.95,-3,20,5
O=C(Nc1ccc(NC(=O)c2ccccn2)cc1)C(=O)Nc1ccc2c(c1)OCCO2,0.95,2,2,0.8,5,0.94,-1,0,6
COc1cc(C(=O)N2CCNCC2)cc(OC)c1OC,1,-3,-6,-1.2,-2,1,2,-1,-4

Screening data (PubChem)
